Compound activity deposited in PubChem by Icahn School of Medicine at Mount Sinai.
RBX1-CUL1 inh = inhibitors of human ROC1-CUL1 ubiquitin ligase activity | AID 1347404 | P62877+Q13616 | 140,000 tested, 0.6% active | inhibition, % at 10 µM | in vitro K48 di-Ub FRET, acceptor:donor ratio, 45 min; in the data active = inhibition above about 25%
Target sequence (P62877 whole entry, looked up): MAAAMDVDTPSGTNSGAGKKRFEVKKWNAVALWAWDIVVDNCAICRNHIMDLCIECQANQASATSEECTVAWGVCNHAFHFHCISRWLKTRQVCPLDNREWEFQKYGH
Target sequence (Q13616 whole entry, looked up): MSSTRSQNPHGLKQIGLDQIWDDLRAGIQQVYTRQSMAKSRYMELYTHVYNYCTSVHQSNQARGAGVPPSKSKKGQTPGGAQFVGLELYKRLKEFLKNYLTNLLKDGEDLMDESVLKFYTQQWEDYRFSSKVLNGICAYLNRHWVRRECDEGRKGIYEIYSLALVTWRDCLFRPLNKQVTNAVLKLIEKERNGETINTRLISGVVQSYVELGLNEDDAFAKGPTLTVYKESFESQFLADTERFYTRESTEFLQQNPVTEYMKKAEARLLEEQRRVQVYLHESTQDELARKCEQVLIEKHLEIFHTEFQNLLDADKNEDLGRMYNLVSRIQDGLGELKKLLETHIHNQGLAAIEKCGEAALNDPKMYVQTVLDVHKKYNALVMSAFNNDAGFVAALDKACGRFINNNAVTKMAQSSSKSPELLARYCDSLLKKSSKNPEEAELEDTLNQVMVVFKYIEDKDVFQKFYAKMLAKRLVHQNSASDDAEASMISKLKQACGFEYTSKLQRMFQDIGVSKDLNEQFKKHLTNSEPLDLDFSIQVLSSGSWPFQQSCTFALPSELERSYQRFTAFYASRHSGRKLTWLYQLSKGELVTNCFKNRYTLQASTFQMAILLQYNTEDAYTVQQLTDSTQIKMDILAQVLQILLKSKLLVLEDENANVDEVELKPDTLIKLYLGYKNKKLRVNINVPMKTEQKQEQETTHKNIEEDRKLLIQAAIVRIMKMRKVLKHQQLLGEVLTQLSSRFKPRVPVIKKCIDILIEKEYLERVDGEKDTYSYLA
An asterisk follows results filed as active. These rows are one share of the data; rates above refer to the full screens.

Molecule	RBX1-CUL1 inh
COc1cccc(CNC(=O)c2ccc3c(c2)nc2n3CCOC2)c1	3.7
CCCCCOC(=O)c1ccc(NC(=O)c2ccc3c(c2)C(=O)N(CCCOC)C3=O)cc1	-1.8
COc1ccc(-c2cn3nc(N4CCCC(C(=O)NCc5ccccc5OC)C4)sc3n2)cc1 (stereo unspecified)	5.8
Cc1ccc2nc(-c3ccc(C)c(NC(=O)CSc4ccc(Cl)cc4)c3)oc2c1	-2.7
Cc1ccc(F)c(CNC2CCN(c3ccc(C(=O)NCc4ccc5c(c4)OCO5)cc3)CC2)c1F	2.0
Cc1nnc(SCc2cc(=O)n3c(C)cccc3n2)s1	-6.2
CCCCSc1nccc(=O)[nH]1	6.9
CC(=O)OCn1nnc2ccccc2c1=O	18.7
COc1ccc(-n2nc3ccc(NC(=O)c4cc5ccccc5cc4OC)cc3n2)cc1	-7.5
Oc1ccc(NCc2ccccc2OCc2ccccc2F)cc1	9.9
O=C1C2CCCN2C(=O)N1CCCCN1CCN(c2ccc(F)cc2)CC1 (stereo unspecified)	-6.2
c1ccc2c(c1)[nH]c1cc3c(cc12)CCCC3	-3.5
CC1(C)CC(=O)c2cn3nc(-c4ccncc4)nc3nc2C1	-12.1
O=C1N=c2ccccc2=C1c1sc(Nc2ccc(Br)cc2)nc1O	4.0
COC(=O)CCC(=O)N(CCc1ccccc1)CC1CCCN(C)C1 (stereo unspecified)	2.4
CC(=O)c1c(N2CCN(C(c3ccccc3)c3ccccc3)CC2)nc(=S)n(-c2ccccc2)c1C	-12.3
CC(Oc1ccc(/C=C2\C(=O)NC(=S)N(c3ccccc3)C2=O)cc1)C(=O)O (stereo unspecified)	-2.4
Cc1noc(C)c1CCC(=O)N1CCCC1c1ccc(C(=O)NCCO)s1 (stereo unspecified)	11.8
CC1CCc2c(sc3nnn(CC(=O)Nc4ccccc4F)c(=O)c23)C1 (stereo unspecified)	-2.8
O=C(Nc1cc2nn(-c3ccccc3)nc2cc1Cl)c1ccccc1Br	11.2
COc1cc(NS(=O)(=O)c2ccc(NC(=O)c3ccc(COc4ccc(Cl)c(C)c4)o3)cc2)ncn1	-0.9
COc1cc2c(cc1OC)C(COc1ccc3c(C)cc(=O)oc3c1)N(C(=O)c1cccc(C)c1)CC2 (stereo unspecified)	6.3
Cc1nc(Cl)c([N+](=O)[O-])c(N2CCCC2)n1	2.6
COc1ccc(N2C(=O)CN(C(=O)c3cc(F)c(F)cc3F)CC2(C)C)cc1	-1.5
CCC(=O)N1CCN(S(=O)(=O)c2ccc(C(C)(C)C)cc2)CC1	-6.3
Cn1c(=O)[nH]c2sc3c(c2c1=O)CC(C)(C)OC3	11.2
OCC1(CCc2ccccc2)CCCN(Cc2ccc(O)c(Cl)c2)C1 (stereo unspecified)	5.1
COc1ccc(-c2nc(SCC3=Nc4ccc(C)cc4C(=O)C3)n[nH]2)cc1	-1.8
CCS(=O)(=O)N1CCCC(C(=O)NCC(C)C)C1 (stereo unspecified)	1.8
CCOc1ccc(CN2C(=O)c3ccccc3Sc3ccc(C(=O)NCc4ccco4)cc32)cc1	-2.2
CCNC(=O)CCSc1nc2ccccc2n1S(=O)(=O)c1ccccc1	-8.4
COC(=O)c1cc(NC(=O)c2ccc(C)cc2)ccc1O	-1.7
Brc1cccc(CNCc2ccccn2)c1	11.5
COc1cccc2c1ncc1c(-c3ccc(C)cc3)nn(-c3cccc([N+](=O)[O-])c3)c12	2.0
O=C(O)c1cc2n(n1)C(C(F)(F)F)CC(c1ccco1)N2 (stereo unspecified)	-5.7
COc1cccc(-n2cc(C(=O)NCc3ccc(C)cc3)c3ccccc3c2=O)c1	-4.5
CCc1ccc(S(=O)(=O)n2ccnc2)cc1	-5.4
CCc1ccc(NC(=O)CN2C(C(=O)OC)=C(c3ccccc3)c3ccccc3S2(=O)=O)cc1	-0.7
Cc1ccccc1OCc1ccc(-c2nc(C#N)c(N3CCN(C)CC3)o2)o1	0.9
CCc1cccc(NC(=O)CN(C)S(=O)(=O)c2ccc3c(c2)n(C)c(=O)c(=O)n3C)c1	3.2
CCOC(=O)N1CCc2[nH]nc(-c3ccc(Cl)cc3)c2C1	4.9
Fc1ccccc1N1CCN(c2ncnc3c2nc2n3CCCC2)CC1	4.4
CCCn1c(=O)c2c(nc3n(-c4ccccc4)c(C)cn23)n(C)c1=O	0.7
CCC(CO)NCc1ccc(-c2ccccc2)cc1 (stereo unspecified)	-7.8
O=C(NCc1ccccc1)c1ccc2oc(=O)n(Cc3ccccc3)c2c1	-1.1
O=C(c1ccccc1)N1C(=S)N(c2ccc([N+](=O)[O-])cc2)C(=Nc2ccccc2)C1=Nc1ccccc1	8.9
C#CCOc1c(Br)cc(C2c3c(n[nH]c3C)OC(=N)C2C#N)cc1OC (stereo unspecified)	-15.3
Cc1ccc(-c2csc(NC(=O)c3cccc(I)c3)n2)cc1	-7.1
Cc1cccc(S(=O)(=O)c2cn(Cc3ccccc3)c3cc(N4CCC(C)CC4)c(F)cc3c2=O)c1	-2.7
COC(=O)c1ccc(/C=C2\SC(=Nc3cccc(C(F)(F)F)c3)N(C)C2=O)cc1	11.3
O=C(NNC1CCCC1)c1cc2ccccc2[nH]1	6.3
COc1ccc2[nH]c3c(c2c1)CCNC3c1cc(OC)c(OC)c(OC)c1 (stereo unspecified)	3.6
COc1ccc(-c2nnc(SCC(=O)N/N=C/c3ccccc3OC)n2-c2ccc(OC)cc2)cc1	-6.9
CCOC(=O)C(C)Sc1nc(-c2ccc(OC)c(OC)c2)cc(C(F)(F)F)c1C#N (stereo unspecified)	0.1
CCOc1ccc(S(=O)(=O)N2CCN(Cc3ccc(F)cc3)CC2)cc1	6.5
CCCCNC(=S)Nc1ccc(C(=O)OCC)cc1	-6.6

Other records follow.
Molecule	RBX1-CUL1 inh
O=CN1CCN(c2nc3nonc3nc2N2CCOCC2)CC1	-2.8
O=C(CCc1nnc(Cc2ccc3c(c2)OCO3)o1)N(CCO)Cc1cccs1	5.7
OC(COc1ccc2c(c1)OCO2)CN1CCN(Cc2ccccc2)CC1 (stereo unspecified)	5.5
Cc1ccc(Sc2c([N+](=O)[O-])ncn2C)cc1	-10.3
CC1=NN(c2ccc(Br)c(C)c2)C(=O)C1C=Nc1cccc(C)c1 (stereo unspecified)	5.3
CC1(C)C(=O)NCCN1CC1(O)CCCN(CCCc2ccccc2)C1=O (stereo unspecified)	-7.0
CCOC(=O)C1=C(N(C(C)=O)c2ccccc2)CCCC1	2.5
Cc1ccc2c(c1)cc1c(=O)n(CC(=O)NC(C)CCc3ccccc3)nc(C)n12 (stereo unspecified)	6.6

Filtered by structure, the entries above containing a COOH group.
Molecule	RBX1-CUL1 inh
CC(Oc1ccc(/C=C2\C(=O)NC(=S)N(c3ccccc3)C2=O)cc1)C(=O)O (stereo unspecified)	-2.4
O=C(O)c1cc2n(n1)C(C(F)(F)F)CC(c1ccco1)N2 (stereo unspecified)	-5.7

(list continues)
Molecule	RBX1-CUL1 inh
COc1ccc(NC(=O)c2c(-c3ccccc3)c(-c3ccccc3)nn(C)c2=O)cc1OC	6.2
Cc1cc(Cl)ccc1OCCCCCN1CCNCC1	-4.0
COc1ccc(C(=O)C(C2=NCCN2)n2cncn2)cc1 (stereo unspecified)	0.8
COc1cc(OC)cc(C(=O)NCC2CCCN(Cc3cnc(C)s3)C2)c1 (stereo unspecified)	-5.1
NNS(=O)(=O)c1ccc2ccccc2c1	-0.5
COc1cccc(CN2CCC(C(Cc3ccccc3Cl)N(C)C(=O)c3ccco3)CC2)c1 (stereo unspecified)	1.7
COC(=O)C(OC)(OC)C(c1ccccc1)C(C#N)C(=O)O (stereo unspecified)	-3.4
COc1cccc(-c2nc3c(C)cc(C)cc3c(=O)o2)c1	8.1
c1cnc(N2CCC(C3CCN(Cc4ccncc4)C3)CC2)nc1 (stereo unspecified)	12.5
Brc1ccc(C2=Nc3ccccc3SC2)cc1	-5.7
OCCC1CN(Cc2cnc(Nc3ccc(F)cc3)s2)CCO1 (stereo unspecified)	-9.1
O=C(Nc1c(C(=O)c2ccc(Cl)cc2)oc2ccccc12)c1cc(=O)c2ccccc2o1	-1.8
Clc1cccc(CSc2ccc(-c3cccs3)nn2)c1	0.9
CCOc1ccccc1/C=C1/C(=O)N(C2CCCCC2)C(=S)N1C	-8.6
CC(C)COc1cccc(-c2cc(C(=O)Nc3ccc(Cl)cc3C(=O)c3ccccc3)c3ccccc3n2)c1	-2.1
CCn1c(-c2cn(C)nc2C)n[nH]c1=S	-7.7
N#Cc1cc(Sc2ccc(N)c(C#N)c2)ccc1N	4.3
Cc1c(C)n2c3c(=O)n(Cc4ccc(F)cc4)c(=O)n(C)c3nc2n1CCCN(C)C	-8.3
C(=C1c2ccccc2-c2ccccc21)c1ccccn1	-0.5
COc1ccc2c(c1)-c1c(ssc1=S)C(C)(C)N2C(=O)COc1nc2ccccc2s1	5.2
COc1ccc(C(=O)NNC(=O)c2cc3ccccc3oc2=O)cc1OC	1.2
COc1cc(C)c(CNC2CCCc3c2cnn3-c2ccccn2)cc1C (stereo unspecified)	-0.1
CCOC(=O)N1CCC(NCC2CCN(c3cnn(C)c(=O)c3)C2)CC1 (stereo unspecified)	10.4
CCOC(=O)c1cc(-c2ccccc2)n(CC(=O)NC(C)c2ccccc2)c1C (stereo unspecified)	-4.7
COc1cccc(CN2C[C@@H]3C[C@@H](c4cccc(Cl)c4)N4CCC[C@@]34C2=O)c1	1.3
Cc1ccc(N2C(=O)CC(N3CCC(C(N)=O)CC3)C2=O)c(Cl)c1 (stereo unspecified)	-4.6
COc1cccc(/C=N/NC(=O)CSc2nnc(Cn3nnc4ccccc43)n2-c2ccc(Cl)cc2Cl)c1O	3.2
O=C(O)CC(CC(=O)c1ccccc1)c1ccccc1 (stereo unspecified)	-2.8
Cc1cc(C)n2nc(C)c(-c3ccccc3)c2n1	5.3
CCOC(=O)C1C(CN2CCC(C)CC2)=NC(=O)NC1c1ccc(OC(C)C)cc1 (stereo unspecified)	-5.5
Fc1ccc(CNc2ccc(N3CCOCC3)c(Cl)c2)cc1	6.7
CN(C)CCCn1c(=O)[nH]c(=O)c2c1ncn2C	-7.9
Cc1cccc(CN2CCC(N3CCCC(C(=O)NCc4cccnc4)C3)CC2)c1 (stereo unspecified)	6.8
CCN(C)C(=O)c1cc(COc2cc(C)c(Cl)c(C)c2)on1	3.7
COc1ccc(N(CC(=O)N2CCN(c3ccc(F)cc3)CC2)S(=O)(=O)c2c(C)noc2C)cc1	-0.3
Clc1cccc(N2CCN(c3nc4ccccc4c4nc(-c5ccccc5)nn34)CC2)c1	-0.9
C/C(Cl)=C/COC(=O)c1ccc(N2C(=O)C3C4C=CC(C4)C3C2=O)cc1 (stereo unspecified)	-5.8
Nc1ccccc1C(=O)Nc1cccnc1	-1.4
COC(=O)C1=C(C)N=c2s/c(=C/c3ccoc3)c(=O)n2C1c1ccccc1 (stereo unspecified)	8.9
CCc1ccc(C(c2ccccc2)c2c[nH]c3ccc(C)cc23)s1 (stereo unspecified)	-6.5
COc1cc(C(=O)NC(=S)Nc2ccc(S(=O)(=O)N3CCCCC3)cc2)cc(OC)c1OC	8.2
CN1CCN(S(=O)(=O)c2ccc(=O)[nH]c2)CC1	-1.6
Cc1cc(C)cc(OCCOCCn2c(-c3ccc(Cl)cc3)nc3ccccc3c2=O)c1	-1.3
COc1cccc(-c2nc3c(cnn3CC3CC=CCC3)[nH]2)c1O (stereo unspecified)	-2.2
CCCOc1ccc(C2Nc3ccc(I)cc3C(=O)N2NC(=O)c2ccc3c(c2)OCO3)c(OCCC)c1 (stereo unspecified)	6.4
O=C(Nc1ccccc1)C1CCN(S(=O)(=O)c2ccc3[nH]c4c(c3c2)CCCCC4)CC1	5.2
CCCCCCNC(=O)CSC1=N/C(=C/c2cc(Br)ccc2O)C(=O)N1CC	-2.4
Cc1ccc(C)c(C(=O)COC(=O)c2ccc(Br)o2)c1	-1.4
CCOc1ccc(NC(=O)CSc2nnc3scc(-c4ccc(Cl)cc4)n23)cc1	-3.8
O=C1NN(c2ccc(I)cc2)C(=O)/C1=C\c1ccc(O)cc1O	-15.2
CC(C)Oc1ccc(CNS(=O)(=O)c2ccc(-c3cc(C(F)(F)F)on3)s2)cc1	-20.9
CN(Cc1nc(-c2ccccc2)no1)C(=O)C12CC3CC(CC(C3)C1)C2	-2.6
CCOC(=O)Cn1c(=O)c2c(nc(N3CCOCC3)n2Cc2ccccc2)n(C)c1=O	1.3
O=C(c1ccccc1)N1C(=S)N(c2ccccn2)C(=Nc2ccccc2)C1=Nc1ccccc1	-10.1
COc1ccc(CCNC(=O)CCn2c(=O)c3cccn3c3ccc(F)cc32)cc1OC	-0.7
COc1ccc(OC)c(/C=N/NC(=O)CC(=O)NCc2ccccc2)c1	0.3
Cc1ccc(C(=O)Nc2ccc([N+](=O)[O-])cc2)cc1I	-1.7
CC1=C(C(=O)OCc2ccccc2)C2(C(=O)Nc3ccc(Br)cc32)C(C(=O)OCc2ccccc2)C(=N)O1 (stereo unspecified)	-2.8

In the list so far, these have a thiophene ring, fused or not.
Molecule	RBX1-CUL1 inh
Cc1noc(C)c1CCC(=O)N1CCCC1c1ccc(C(=O)NCCO)s1 (stereo unspecified)	11.8
CC1CCc2c(sc3nnn(CC(=O)Nc4ccccc4F)c(=O)c23)C1 (stereo unspecified)	-2.8
Cn1c(=O)[nH]c2sc3c(c2c1=O)CC(C)(C)OC3	11.2
O=C(CCc1nnc(Cc2ccc3c(c2)OCO3)o1)N(CCO)Cc1cccs1	5.7
Clc1cccc(CSc2ccc(-c3cccs3)nn2)c1	0.9
CCc1ccc(C(c2ccccc2)c2c[nH]c3ccc(C)cc23)s1 (stereo unspecified)	-6.5
CC(C)Oc1ccc(CNS(=O)(=O)c2ccc(-c3cc(C(F)(F)F)on3)s2)cc1	-20.9
